Screening results as filed in PubChem BioAssay.
Vif-APOBEC3G blk: inhibitors of Vif-APOBEC3G interaction. actives 0.076% (n = 410,000). HeLa A3G-eYFP + Vif (tagged APOBEC3G with the HIV-1 protein that degrades it), YFP fluorescence, overnight. AID 602310. Q9HC16. Potency, µM (series often up to 46.1 µM), without a hit: at the highest dose activity, negative = active, most hits filed as inhibitors;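 also: potency is read from the fitted curve at half-maximal effect; % is scaled to controls: 0 for no effect and ±100 for the full control effect; nearly all actives have a fitted effect of over 60% in size; hits raise eYFP signal because A3G escapes Vif-driven loss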
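HeLa cells stably expressing Vif and C-terminally eYFP-tagged A3G, seeded overnight at 37 deg C, then exposed to compound by pintool overnight at 37 deg C. Rise in yellow fluorescence (Ex 488/Em 500-530, Acumen) marks blocked Vif-driven A3G degradation.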
rTrxR1 inhibitor: blocks rat thioredoxin reductase 1; O89049; recombinant rTrxR1, NADPH fluorescence consumption, selenite substrate; Potency, µM (doses to about 114 µM), without a hit: at the top dose activity change, negative = inhibition, usual class: inhibitors; actives 1% (n = 390,000); also: potency is read from the fitted curve at half-maximal effect; % is scaled to controls: 0 for no effect and ±100 for the full control effect; nearly all actives have a fitted effect of over 65% in size
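Rat TrxR1 (90 nM in the dispensed reagent) was pre-reduced with 400 uM NADPH for 5 min at room temperature, then incubated with compound for 15 min. After 400 uM selenite was added, NADPH fluorescence (Ex 340/Em 450 nm) was followed for 8 min.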
TrxR1 substrate: is turned over as a substrate by rat TrxR1. O89049. purified TrxR1 substrate turnover, NADPH consumption readout. Potency, µM (series often up to 114 µM), without a hit: top-dose activity change, negative = substrate turnover. actives 0.01% (n = 390,000); also: potency is read from the fitted curve at half-maximal effect; % is scaled to controls: 0 for no effect and ±100 for the full control effect; nearly all actives have a fitted effect of over 50% in size
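Rat TrxR1, dispensed at 90 nM, was prereduced with 400 uM NADPH (final) for 5 min at ~22 deg C, then incubated with compound 15 min before 400 uM selenite. A first-read NADPH fluorescence drop versus no-compound background flagged substrates.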
GRP78 ERSR act: ER stress response induction in glioma; actives 0.02% (n = 420,000); Potency, µM, for the others: at the highest dose activation, actives largely listed as activators; U87-MG GRP78 promoter luciferase reporter, 16 h; also: potency is read from the fitted curve at half-maximal effect; series mostly up to about 76 µM; % of control where 0% means no effect; nearly all actives have a fitted effect of over 35% in size
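Stably transfected U87-MG human glioma cells carrying a GRP78-based luminescent sensor were seeded at 1000 cells/well, pin-dosed with compounds and incubated 16 h. Luciferase reagent was then added, and end-point luminescence was read after 10 min at room temperature.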
Vif-APOBEC3F blk: blocks the Vif interaction with APOBEC3F | HeLa A3F-eYFP + Vif (tagged APOBEC3F with the HIV-1 protein that degrades it), YFP fluorescence increase | Potency, µM (doses to about 46.1 µM), for the others: at the top dose activity, negative = active | actives 0.2% (n = 390,000); also: potency is read from the fitted curve at half-maximal effect; % of control where 0% means no effect; nearly all actives have a fitted effect of over 65% in size
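HeLa cells stably expressing A3F-eYFP plus Vif, plated and incubated overnight at 37 deg C, then exposed to compounds overnight at 37 deg C. Blocked degradation read as raised yellow fluorescence (Ex 488/Em 500-530).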
RGS4 inh: human RGS4 inhibition; Transcreener GDP fluorescence polarization, RGS4-accelerated GTP hydrolysis; Potency, µM (top dose mostly 114 µM), inactives show at the highest dose activity change, negative = inhibition, usual class: inhibitors; actives 0.039% (n = 390,000); AID 504845; also: potency is read from the fitted curve at half-maximal effect; % is scaled to controls: 0 for no effect and ±100 for the full control effect; nearly all actives have a fitted effect of over 75% in size; some results filed as inactive show a strong effect at the top dose
Target sequence (P49798 whole entry, looked up): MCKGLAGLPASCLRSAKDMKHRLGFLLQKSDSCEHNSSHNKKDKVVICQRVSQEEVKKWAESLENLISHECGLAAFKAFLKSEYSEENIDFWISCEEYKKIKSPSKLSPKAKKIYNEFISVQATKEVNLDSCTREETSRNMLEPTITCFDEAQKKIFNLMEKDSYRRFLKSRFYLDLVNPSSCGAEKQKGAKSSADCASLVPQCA
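MLSMR compounds (23 nl, pin-transferred) preincubated 10 min at room temperature with a 500nM (2x) first reagent, then RGS4 at 900nM (2x) plus Transcreener GDP mix added; fluorescence polarization (620/688 nm) read before and after 90 min at 30 °C.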
mIDH1 inhibitor: human IDH1 R132H inhibition | AID 602179 | O75874 | Potency, µM (series often up to 76.6 µM), inactives show at the top dose activity change, negative = inhibition, most hits filed as inhibitors | actives 0.093% (n = 390,000) | IDH1-R132H enzyme, NADPH consumption, diaphorase/resazurin fluorescence; also: potency is read from the fitted curve at half-maximal effect; % is scaled to controls: 0 for no effect and ±100 for the full control effect; nearly all actives have a fitted effect of over 65% in size
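IDH1-R132H (0.5 ug/mL dispensed) in pH 7.5 Tris buffer was preincubated 30 min with compound, then given a substrate mix of 0.016 mM NADPH and 2 mM alpha-KG for 80 min at room temperature; remaining NADPH was read by diaphorase/resazurin fluorescence.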
USP1 inh: inhibitors of human USP1/UAF1 deubiquitinase; actives 0.23% (n = 390,000); O94782; AID 743255; Potency, µM (doses to about 57.1 µM), inactives show at the top dose activity change, negative = inhibition, actives largely listed as inhibitors; recombinant USP1/UAF1, Ub-Rhodamine cleavage fluorescence; also: potency is read from the fitted curve at half-maximal effect; % is scaled to controls: 0 for no effect and ±100 for the full control effect; nearly all actives have a fitted effect of over 60% in size; inactives centre near -12
Target sequence (O94782 whole entry, looked up): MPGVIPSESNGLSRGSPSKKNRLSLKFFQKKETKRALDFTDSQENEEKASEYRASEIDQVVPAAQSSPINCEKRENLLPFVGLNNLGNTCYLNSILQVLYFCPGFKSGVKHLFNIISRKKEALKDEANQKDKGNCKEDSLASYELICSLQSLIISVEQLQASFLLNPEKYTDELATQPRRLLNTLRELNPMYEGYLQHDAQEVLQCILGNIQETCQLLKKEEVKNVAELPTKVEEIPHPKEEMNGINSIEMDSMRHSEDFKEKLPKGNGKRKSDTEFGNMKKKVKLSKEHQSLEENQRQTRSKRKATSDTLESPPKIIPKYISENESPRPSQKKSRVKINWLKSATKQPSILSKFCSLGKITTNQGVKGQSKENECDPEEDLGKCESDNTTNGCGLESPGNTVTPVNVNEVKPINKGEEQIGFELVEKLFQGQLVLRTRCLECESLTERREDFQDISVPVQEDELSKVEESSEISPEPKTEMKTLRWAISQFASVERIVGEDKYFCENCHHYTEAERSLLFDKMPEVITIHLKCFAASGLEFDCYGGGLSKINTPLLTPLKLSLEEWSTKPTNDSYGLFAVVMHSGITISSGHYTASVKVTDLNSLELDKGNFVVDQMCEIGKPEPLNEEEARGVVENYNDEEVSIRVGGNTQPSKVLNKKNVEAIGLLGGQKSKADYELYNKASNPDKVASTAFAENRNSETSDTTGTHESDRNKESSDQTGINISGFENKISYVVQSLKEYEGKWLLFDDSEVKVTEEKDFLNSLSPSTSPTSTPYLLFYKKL
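In this screen, compounds sit with the deubiquitinase complex (1nM) for 15 min at room temperature before Ub-Rho is added at 150nM final. Fluorescence rise is then followed for 6 reads every 60 seconds.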
LDHA block: blocks human lactate dehydrogenase A. P00338. purified LDHA, NADH/diaphorase-resazurin fluorescence; hits give low values. actives 0.15% (n = 480,000). activity change, % (values are at about 110 or 230 µM); in the data active = activity change below about -30%; inconclusive = mostly about -25% to -30%;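 also: plate controls were DMSO wells for no effect and wells without enzyme for full effect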
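Human LDH5 (2 nM) was incubated with 0.06 mM NADH and 0.2 mM pyruvate for 5 min at room temperature in Tris pH 7.4. Remaining NADH was coupled through diaphorase/resazurin, and resorufin fluorescence was read at 0 and 20 min.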
Starred values were filed as active, the others as inactive; ? = inconclusive; . = not tested or not shown; & = joins results of further samples; [ ] = remark or other dose. Unless noted, calls follow the shape of the dose curve; as a rule, active = well fitted curve in the direction sought with a large enough effect; inconclusive = small, poorly fitted or top-dose-only effect, or another doubt; inactive = no such curve, though single readings can be large; an effect the other way counts as inactive or inconclusive. This is a subset, so the mix of outcomes need not match the whole.

SMILES | Vif-APOBEC3G blk | rTrxR1 inhibitor | TrxR1 substrate | GRP78 ERSR act | Vif-APOBEC3F blk | RGS4 inh | mIDH1 inhibitor | USP1 inh | LDHA block
Cc1nc(COc2cc3oc(=O)cc(C)c3cc2Cl)cs1 | 0% | 2% | 61%[activator] | 2% | -18% | -1% | 6% | -10% | -10
Cc1ccc(C(=O)N/C(=C\c2cccnc2)C(=O)N2CCCC2)cc1 | 3% | 20%[57.1 µM] | 13%[57.1 µM] | -3% | -13% | 3% | 10% | -2% | 1
Cc1ccc(C(=O)Nc2cnc3ccccn3c2=O)cc1 | -2%&-2% | 22%[57.1 µM] | 4%[57.1 µM] | -5%&1% | -4%&-9% | -8%&-1% | 48%&0%[activator] | -14%&-10% | -5&-1
CN(C)S(=O)(=O)c1ccc(C(=O)Nc2ccccc2C(=O)NCCCN2CCOCC2)cc1 | 1% | 12% | 1% | -4% | -2% | -11% | -3% | -2% | -1
CCC(=O)Nc1c(-c2ccc3ccccc3c2)nc2ccccn12 | -5% | 11% | 70%[activator] | 5% | -3% | -7% | 0% | -24% | 2
COc1ccc(S(=O)(=O)N2CCCCCC2)cc1NC(=O)CCNC(=O)c1ccc(Cl)cc1 | -7% | . | . | -3% | 3% | . | -7% | 0% | -6
CC(C)C1NC(=S)N(Cc2ccccc2)C1=O (stereo unspecified) | 7% | 12% | 4% | -3% | 4% | -12% | -5% | -9% | -11
CCN(CC)C(=O)c1ccc(Nc2nnc(-c3ccc(O)cc3)c3ccccc23)cc1 | -20% | 1% | 0% | 1% | -4% | -4% | 2% | -20% | 3
O=C(CSc1nc2cc(Cl)ccc2o1)NC1CC1 | 6% | 16% | -3% | 0% | 2% | -2% | -5% | -8% | 3
O=C(NC1CCN(Cc2ccccc2)CC1)c1ccc(Cn2c(=O)c3ccccc3n(Cc3ccc(Cl)cc3)c2=O)cc1 | 1% | -1% | -6% | -3% | -3% | 11% | -22% | -4% | -11
COc1ccc(-n2c(SCC(=O)NCC3CCCO3)nc3c(c2=O)SCC3)cc1 (stereo unspecified) | 0% | -10% | -10% | -3% | 1% | 2% | 2% | 0% | -3
CCn1cc(Cl)c(C(=O)NNC(=O)CCn2nc(C)c([N+](=O)[O-])c2C)n1 | 0% | -14% | -9% | -5% | 0% | 0% | 4% | -19% | -2
CCOc1ccc(N(CC(=O)NCc2ccccc2)C(=O)Cn2nnc(-c3ccc(C)o3)n2)cc1 | -6% | 1%[57.1 µM] | 0%[57.1 µM] | -7% | 1% | 0% | 5% | -22% | -4
O=C(c1ccc(N2CCN(C(=O)c3ccccc3Br)CC2)cc1)c1cccc(F)c1 | 1% | 10% | 5% | 0% | 6% | 3% | 0% | -21% | 0
Fc1cccc(CCN2C(=S)NC[C@@H]2CC2CCCCC2)c1 | 1% | 4%[57.1 µM] | -2%[57.1 µM] | -1% | 2% | -3% | 16% | -20% | -6
COc1cc(NC(=O)CCn2nc(C)cc2C)cc(OC)c1OC | 0% | 12%[57.1 µM] | 2%[57.1 µM] | -3% | -3% | 9% | -14% | -6% | -3
CC(CNC(=O)c1cc(COc2ccc3ncccc3c2)on1)c1ccccc1 (stereo unspecified) | -18% | -5% | -6% | -4% | -8% | 22% | 7% | -20% | 1
COc1ccc2[nH]cc(/C=C/c3cc[n+](C)cc3)c2c1 | 11µM* | -8% | -6% | -4% | 13µM* | ? | 0% | ? | 8
CCOC(=O)N1C(=O)[C@@](c2ccc(Cl)cc2)(C(C)C)N1C(=O)OCC | ? | ? | 6% | -9% | 7% | -47% | 4% | ? | -1
COc1ccc(NC(=S)N(CCN(C)C)Cc2cccs2)cc1 | 0% | 6%[57.1 µM] | 9% | -1% | 1% | -10% | -3% | -6% | 1
CN(Cc1ccon1)C(=O)CC1C(=O)NCCN1CC1CCCCC1 (stereo unspecified) | -3% | 10%[57.1 µM] | 8%[57.1 µM] | -4% | 12% | 15% | -2% | 5% | -6
CC1=NN(Cc2ccccc2)C(=O)/C1=C\c1ccc(N(C)C)cc1 | 0% | -13% | -12% | -5% | -13% | -13% | 0% | -6% | -1
Cc1nnc(SCC(=O)N2CCc3ccccc3C2)s1 | 2% | -2%[57.1 µM] | -3%[57.1 µM] | -2% | -2% | -41% | 4% | -20% | -6
O=C(CSC1=NCCS1)Nc1ccc(S(=O)(=O)NC2CCCCC2)cc1 | -9% | 58%[57.1 µM] | 1% | -5% | -7% | -1% | 3% | -13% | -9
O=C(Nc1ccc(Cl)c(Cl)c1)c1ccncc1 | -1% | 15% | -1% | 4% | -11% | 10% | 15% | -2% | -8
CCOc1ccccc1NC(=O)NCc1ccc2c(c1)CCN2C(=O)c1ccccc1 | -6% | -21%[57.1 µM] | -16%[57.1 µM] | -3% | -4% | -25% | 8% | -11% | -16
COc1ccc(C(C(=O)NC2CCCC2)N(CCN(C)C)C(=O)c2snc(C(N)=O)c2N)cc1 (stereo unspecified) | -3% | -3% | 11% | -1% | -2% | 10% | 0% | -10% | 4
C[C@H]1CN([C@@H](C)CO)C(=O)CCCn2nncc2CO[C@H]1CN(C)C(=O)c1ccc2ccn(C)c2c1 | 1% | . | . | -5% | -11% | . | -5% | -24% | ?
COc1ccc(OC)c(CNC(=O)CSc2c3c(nc4cc(Cl)ccc24)CCCC3)c1 | -11% | 4% | -1% | -10% | 1% | 0% | 6% | -13% | -4
CNC(=O)CSc1n[nH]c(-c2cc(Cl)ccc2OC)n1 | 1% | 8%[57.1 µM] | 8% | -3% | -9% | -1% | 5% | -15% | -4
COc1ccc(NC2CCCN(C(=O)CCCN3CCCCC3=O)C2)cc1 (stereo unspecified) | -1% | 21% | 5% | 7% | -1% | -17% | -5% | -26% | 1
CN(C)c1ccc(S(=O)(=O)N2CCCCC2)cc1NC(=O)CCNC(=O)c1ccc(Cl)cc1 | -6% | -9% | -10% | -1% | -4% | -4% | 0% | -12% | -9
CCC(C)c1ccc(NC(=S)NC(C)C2CCCO2)cc1 (stereo unspecified) | 0% | -9% | -4%[57.1 µM] | -6% | 1% | -39% | 0% | -9% | -4
Clc1ccc(Nc2nc(N3CCOCC3)nc(N3CCOCC3)n2)cc1Cl | -1% | 7% | 2% | -1% | 3% | 12% | -5% | -8% | -3
CCN1C(=O)[C@H]2[C@@H](c3ccc(C)cc3)N3C(=O)N(c4ccccc4)C(=O)[C@@]3(Cc3ccccc3)[C@H]2C1=O | 1% | 11% | 0% | -1% | -12% | 5% | 9% | -27% | -4
O=C(COc1ccccc1[N+](=O)[O-])OCC(=O)c1ccc(Br)s1 | 1% | -10% | -1% | -4% | 1% | -8% | 2% | -10% | -8
COCCCNC(=S)N1CCN(c2nc(-c3cccc(OC)c3)cs2)CC1 | 0% | 19%[2.29 µM] | 1% | -2% | 13% | -21% | 0% | ? | 0
CCc1ccc(NC(=O)c2cc(S(=O)(=O)NC3CCCC3)ccc2F)cc1 | 8% | 2%[57.1 µM] | -8%[57.1 µM] | 2% | 0% | 29% | 9% | -26% | -4
Cc1nc2ccccc2nc1C | 2% | 23% | 3% | -3% | . | . | . | . | 9&3
Cc1cccc(-n2c(O)c(C=NCc3ccccn3)c3ccccc3c2=O)c1 | 0% | 11% | -7% | 0% | 1% | 14%[11.4 µM] | 6% | -4% | -3

Next part; it opens with the two that closed the last part.
SMILES | Vif-APOBEC3G blk | rTrxR1 inhibitor | TrxR1 substrate | GRP78 ERSR act | Vif-APOBEC3F blk | RGS4 inh | mIDH1 inhibitor | USP1 inh | LDHA block
Cc1nc2ccccc2nc1C | 2% | 23% | 3% | -3% | . | . | . | . | 9&3
Cc1cccc(-n2c(O)c(C=NCc3ccccn3)c3ccccc3c2=O)c1 | 0% | 11% | -7% | 0% | 1% | 14%[11.4 µM] | 6% | -4% | -3
C[C@H](NCc1c[nH]c2ccccc12)c1ccccc1 | -7% | 17% | 2% | -2% | 1% | 5% | 0% | -12% | -3
Cc1cccc(N2C(=O)CS(=O)(=O)C23C(=O)N(Cc2c(F)cccc2Cl)c2ccccc23)c1 (stereo unspecified) | 2% | 19% | -3% | -2% | -3% | -18% | 0% | -31% | -1
COc1nc(OC)nc(N2CCC(C(=O)NC3CC3)CC2)n1 | 10% | 20% | 8% | -5% | -5% | -6% | 8% | -26% | -2
CCc1cccc2c(C(=O)CSc3nnc(-c4ccncc4)n3C)c[nH]c12 | 2% | 9% | 0% | 1% | 23% | -16% | 2% | -19% | -1
C[n+]1ccc(/C=C/c2ccc([N+](C)(C)C)cc2)c2ccccc21 | 4% | -33% | -12% | -8% | . | . | . | . | 13
COc1cc(N/C(=N/S(=O)(=O)c2ccccc2)c2ccccc2)ncn1 | 0% | 31%[57.1 µM] | 1%[57.1 µM] | -2% | 3% | -13% | -6% | -4% | -3
CCO[C@@H]1OC(C(=O)N2CCN(Cc3ccccc3)CC2)=C[C@H](c2cn(C(C)=O)c3ccccc23)[C@H]1CCCO | 1% | -16% | -2% | -2% | -1% | 3% | 0%[38.3 µM] | -32% | 2
O=C(Nc1ccc(S(=O)(=O)Nc2ncccn2)cc1)C12CC3CC(CC(C3)C1)C2 | -7% | 0% | -2% | -4% | 5% | 24% | 2% | -22% | -10
